Source: PubChem BioAssay
mABHD4 FP = ABHD4 inhibitors, primary screen, biochemical, fluorescence polarization, mouse. AID 720543, 2013. actives 0.54% (n = 370,000). inhibition, % at 8.92 µM. purified mABHD4, FP-Rh probe fluorescence polarization;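 active = inhibition exceeding the mean over every tested compound plus 3 SD, cut at about 30% in these data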;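 note: 0% = plate median of compound wells and 100% = S159A mutant with DMSO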
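system = mouse ABHD4 enzyme, wild type | medium = HEPES pH 7.0, NaCl, Pluronic buffer | also added = FP-Rh probe | incubation = Enzyme–compound pre-incubation 45 min, then probe 60 min, both 25 °C | technique = fluorescence polarization, excitation 525 nm, emission 598 nm, BODIPY TMR filters | controls = S159A mutant high control, sample median low control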
LEDGF integ inh = blockers of LEDGF/p75-dependent integrase strand transfer – biochemical, TR-FRET, high throughput, primary screen | inhibition, % at 3.7 µM | actives 0.64% (n = 370,000) | HIV-1 integrase (with human LEDGF/p75) | TR-FRET IN-LEDGF/p75 DNA integration, Eu/Cy5 | AID 743269, 2014;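 active = inhibition above the screen-wide mean plus 3 SD, cut at about 13% in these data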;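 note: signal is the Cy5 over europium emission ratio at 671 and 618 nm; 0% = plate median of compound wells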
TDP2 absorb = human TDP2 enzyme inhibitors, primary screen, biochemical, epi absorbance, recombinant enzyme. Tyrosyl-DNA phosphodiesterase 2 (Homo sapiens), O95551. T5PNP hydrolysis, p-nitrophenol absorbance 415 nm. inhibition, % at 12.8 µM. actives 0.34% (n = 370,000);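 active = inhibition above the mean of all tested compounds plus 3 SD, set per campaign, cut at about 25% in these data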;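 note: 0% = DMSO with enzyme and 100% = buffer with substrate but no TDP2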
Target sequence (O95551 whole entry, looked up): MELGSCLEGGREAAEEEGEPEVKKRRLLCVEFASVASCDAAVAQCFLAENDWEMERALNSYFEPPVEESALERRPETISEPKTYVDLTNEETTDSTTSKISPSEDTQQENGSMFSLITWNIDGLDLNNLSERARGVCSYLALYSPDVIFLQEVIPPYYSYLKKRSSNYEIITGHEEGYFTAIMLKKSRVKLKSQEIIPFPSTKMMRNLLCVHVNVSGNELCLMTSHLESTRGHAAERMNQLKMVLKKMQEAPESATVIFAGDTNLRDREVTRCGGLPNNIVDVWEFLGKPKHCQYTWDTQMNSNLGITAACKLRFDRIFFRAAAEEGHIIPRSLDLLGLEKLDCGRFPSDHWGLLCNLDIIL
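Assay system: Recombinant human TDP2 | Quantity: 120 nM TDP2 per well | Incubation: 2 h at 37 °C | Signal: Epi absorbance | Evaluation: Percent inhibition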
PG9 Ab binder = binders of HIV-1 gp120 antibody PG9, primary screen, biochemical, TR-FRET. TR-FRET gp120-PG9 antibody binding. actives 0.43% (n = 360,000). inhibition, % at 6.7 µM. HIV-1 gp120 / PG9 antibody interaction; in the data active = inhibition above about 8.5%
PRMT1 inh = PRMT1 methyltransferase inhibitors, primary screen, biochemical, fluorescence polarization; recombinant PRMT1, activity-based probe fluorescence polarization; actives 1.3% (n = 370,000); AID 652257, 2013; inhibition, % at 2.79 µM;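 active = inhibition above about 21% made by adding two undisclosed values, limit read from the data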
UHRF1 MBD2 ctr = UHRF1 methylated DNA binding inhibitors, primary screen, counter-screen for MBD2 inhibitor project, biochemical, TR-FRET, human UHRF1, single concentration. inhibition, % at 4.4 µM. actives 0.75% (n = 370,000). E3 ubiquitin-protein ligase UHRF1 (Homo sapiens), Q96T88. UHRF1 binding to methylated oligo. AID 687016, 2013; in the data active = inhibition above about 21%;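 note: UHRF1 SRA domain binding a hemimethylated CpG hairpin DNA probe; 0% = median of test compound wells and 100% = reference inhibitor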
HTRA1 inhibitor = HTRA1 serine protease inhibitors, primary screen, biochemical, fluorescence polarization, HTS; recombinant HTRA1, FP-rhodamine activity-based probe; Q92743; actives 0.5% (n = 340,000); inhibition, % at 5.96 µM; in the data active = inhibition above about 36%;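 note: 0% = enzyme with DMSO and 100% = wells lacking enzyme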
Target sequence (Q92743 whole entry, looked up): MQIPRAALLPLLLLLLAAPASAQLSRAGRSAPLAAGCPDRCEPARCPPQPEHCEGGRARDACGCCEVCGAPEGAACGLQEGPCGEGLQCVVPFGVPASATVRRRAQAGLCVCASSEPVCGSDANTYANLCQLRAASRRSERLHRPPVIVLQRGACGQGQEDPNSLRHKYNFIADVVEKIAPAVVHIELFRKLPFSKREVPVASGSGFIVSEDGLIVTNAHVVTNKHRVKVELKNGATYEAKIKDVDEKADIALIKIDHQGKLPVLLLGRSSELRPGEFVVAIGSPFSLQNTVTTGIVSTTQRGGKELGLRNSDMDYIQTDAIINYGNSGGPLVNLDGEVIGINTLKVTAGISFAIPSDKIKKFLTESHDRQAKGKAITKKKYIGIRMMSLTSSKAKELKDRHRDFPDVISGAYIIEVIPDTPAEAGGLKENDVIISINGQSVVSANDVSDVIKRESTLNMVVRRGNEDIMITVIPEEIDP
TCR-CD3 inh = inhibitors of human TCR-CD3 interaction, primary screen, biochemical, fluorescence, TAMRA-labeled TCR probe; inhibition, % at 9.4 µM; actives 0.37% (n = 360,000); T-cell receptor (TCR); in the data active = inhibition above about 19%;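 note: recombinant mutant TCR 2C K166C tagged with TAMRA read by polarization; 0% = receptor in buffer alone and 100% = receptor with positive control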
DDE Tn7 FP inh = inhibitors of Tn7 peptide binding to fibrin DD(E), primary screen, biochemical, fluorescence polarization, human fibrin, Tn7 probe; Fibrinogen beta chain (Homo sapiens), P02675; FP displacement of FITC-Tn7 peptide from fibrin DD(E); 0% = median of compound wells per plate; inhibition, % at 8.3 µM; actives 0.13% (n = 370,000); AID 720508, 2013;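 active = inhibition above the mean of compounds falling within the control limits plus 3 SD of them, cut at about 14% in these data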;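 note: 0% = plate median of compound wells and 100% = 10 µM Aha-Tn7 peptide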
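Assay system: Fibrin-DD(E) protein isolated from polymerized human fibrin clots; read-out basis: percent inhibition; medium: Tris/NaCl/CaCl2 buffer, pH 7.8; signal: FP measurement; incubation: 10 min plus 3 h, room temperature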
SIAE primary = human SIAE inhibitors, primary screen, biochemical, fluorescence polarization, FP-Rh probe, 1536-well HTS | Sialate O-acetylesterase (Homo sapiens), Q9HAT2 | SIAE FP-Rh probe binding | inhibition, % at 9.66 µM | actives 0.69% (n = 370,000) | AID 1053197, 2014;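 active = inhibition above a cutoff: mean of compounds within the control limits plus 3 SD of those, cut at about 17% in these data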;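 note: 0% = plate median of compound wells and 100% = probe without SIAE protein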
Starred values were filed as active, the others as inactive; x = no result given.

Order of results – mABHD4 FP, LEDGF integ inh, TDP2 absorb, PG9 Ab binder, PRMT1 inh, UHRF1 MBD2 ctr, HTRA1 inhibitor, TCR-CD3 inh, DDE Tn7 FP inh, SIAE primary
O=C(c1ccccc1)c1cccc[n+]1[O-]
 : 6.0, -5.6, 6.7, 0.3, -1.0, -0.4, 1.7, -5.3, 4.3, -3.7
CC(C)CC(NC(=O)CCl)c1ccccc1 (centres undefined)
 : 2.8, 1.3, 5.4, -1.8, -2.2, -2.5, 1.6, 2.8, -3.0, 3.5
COc1ccc(S(=O)(=O)N2CCc3ccccc3C2)cc1
 : -4.7, -4.2, 2.4, -1.5, -3.3, -0.9, -8.8, 3.8, 3.8, -2.5
Cn1cc(S(=O)(=O)N2CCCC2)cc1C(=O)N1CCN(c2cccc(Cl)c2)CC1
 : -7.7, 4.5, 0.5, -1.1, -2.4, -0.3, -2.6, 0.8, -2.0, -2.5
Cc1sc(NC(=O)C2CC(=O)N(Cc3ccco3)C2)nc1-c1ccccc1 (centres undefined)
 : -0.6, 1.1, 6.0, 1.4, 2.7, 0.2, -5.6, 1.7, -0.4, -3.5
Cc1ccc(NC(=O)CSc2nc3ccccc3c(=O)n2CCCN2CCCCC2)cc1Cl
 : 8.8, -2.2, 2.4, 0.5, -0.1, 1.9, -10.6, 2.8, -4.2, -5.2
CS(=O)(=O)OCCCCOS(C)(=O)=O
 : -1.7, -4.7, 3.8, -0.6, -0.2, -2.9, 3.9, -2.6, 3.4, 3.5
Cc1ccc(NCc2ccccc2O)cc1C
 : -4.9, 1.3, -0.8, -1.7, 2.2, 1.6, 7.5, 2.0, -5.1, 0.9
C=CCN1C(=O)[C@@H](CC(=O)N2CCC(c3ccccc3)CC2)[C@]2(C(=O)OCC)CCCCC/C=C/12
 : 1.8, -2.2, 4.9, x, -4.1, 0.9, x, x, 6.8, -1.4
CCc1c(C(=O)N/N=C/c2sccc2C)nnn1-c1nonc1N
 : -2.2, 6.5, 1.4, -1.1, -2.5, -4.5, 4.2, 0.6, 2.1, 2.5
COc1cccc(C2C(C(C)=O)=C(O)C(=O)N2CCc2c[nH]c3ccccc23)c1 (centres undefined)
 : -6.2, 0.8, -7.4, -4.1, 2.7, -2.0, -5.3, -0.6, 2.6, 6.6
COCCn1nnnc1C(C(C)C)N(Cc1cccnc1)Cc1cc2cc(OC)ccc2[nH]c1=O (centres undefined)
 : -3.5, 1.5, 1.9, -0.5, -1.0, 3.6, -0.4, -4.6, 2.0, 3.3
C[C@H](CO)N1C[C@H](C)[C@@H](CN(C)C(=O)Nc2ccc3c(c2)OCO3)Oc2ccc(NC(=O)Cn3cnnn3)cc2C1=O
 : -0.8, 0.4, -5.3, 0.3, 4.9, 2.6, -3.0, 0.2, 2.3, 2.7
Cc1cccc(OS(=O)(=O)NC(=O)OCC2CCCN3CCCCC23)c1 (centres undefined)
 : 0.6, 0.6, 8.4, -1.9, -0.4, -3.0, -1.4, 0.5, 0.7, -4.3
O=C(COC(=O)c1ccc(F)c(S(=O)(=O)N2CCOCC2)c1)NCc1ccccc1
 : -1.9, 1.3, -15.2, 0.9, -4.3, 0.2, 0.2, -12.2, -7.0, -3.0
COc1ccccc1N1CCN(C(=O)c2ccc(S(=O)(=O)N3CCCCC3)cc2)CC1
 : 4.2, 1.5, 6.6, 0.5, 1.2, 1.5, -3.8, -4.1, -2.3, 4.2
CC(C)CCNC(=O)[C@@H](NC(=O)c1c(F)cccc1F)C(C)C
 : -1.2, -4.8, 9.0, -0.9, 0.6, 3.8, 4.3, -1.2, 9.2, -3.9
O=C(Cc1c(Cl)cccc1Cl)Nc1cccnc1
 : -3.3, 5.6, -2.2, 0.4, -1.5, -4.5, 1.4, 6.5, -2.1, 1.1
Cn1c(NC(=O)c2ccco2)c(-c2ccccc2Cl)c(=O)c2ccccc21
 : 4.4, -1.7, -2.8, -0.3, -1.9, -2.5, 8.3, -4.5, -4.7, -4.6
COc1cc(C(=O)NCc2ccccc2Cl)ccc1OCC(=O)N1CCOCC1
 : -0.6, 1.1, 4.0, -0.8, -3.6, 0.8, 4.8, 9.3, -2.8, -2.9
COC(=O)C(C(=O)Nc1cc(C)on1)C1CCCCCC1 (centres undefined)
 : 5.1, -2.1, -9.4, -2.4, -0.9, -0.1, -8.5, 6.9, -3.5, -4.7
COc1cccc(-c2nnc(SCC(=O)Nc3ccc(OC)c(OC)c3)n2N)c1
 : -3.0, 0.3, 5.4, -2.3, -1.1, -0.7, -2.3, 7.7, -5.2, 0.2
Cc1cc(C)n2nc(SC(C)C(=O)NC3CCCCC3C)nc2n1 (centres undefined)
 : -4.5, 7.3, -1.8, -3.1, -0.9, -1.4, -5.1, 4.2, -1.5, -4.5
Cc1ccc(C(=O)NCC(=O)Nc2cccc(C(F)(F)F)c2)cc1
 : -6.1, 0.3, 4.8, 0.4, -5.6, -3.9, -11.2, -3.8, -0.5, 1.2
O=C1CCC[C@H]2CC3(CC[C@]24CCCN14)OCCO3
 : 2.7, -4.8, -3.0, x, -0.2, -2.3, x, x, 4.2, 5.4
CS(=O)(=O)N1CCC(C(=O)NCc2ccc(F)cc2)CC1
 : -1.2, 0.9, 9.9, -1.3, 1.2, 0.9, 5.7, 0.1, 3.5, 1.2
CCCCCC(=O)Nc1ccccc1N1CCOCC1
 : -0.4, -1.2, 0.6, -2.5, -4.1, 1.5, 1.2, 1.8, 1.9, -0.6
Cc1cc(NC(=O)c2cc(-c3ccncc3)nc3c(C)cccc23)no1
 : -5.8, 1.9, 5.2, 1.2, 0.3, -0.9, -32.2, -7.2, -0.8, -13.6
CN(C(=O)CSc1nc2ccccc2c(=O)n1-c1ccccc1Cl)C1CCS(=O)(=O)C1 (centres undefined)
 : 3.6, -4.0, -5.2, -0.4, 3.5, -0.3, 1.0, -4.0, 2.0, -0.2
C#CCN(Cc1ccco1)C(=O)c1cc(COc2cccc3cccnc23)on1
 : -1.0, -0.1, -4.5, 1.1, -0.5, 0.2, 1.2, 4.5, 6.0, -3.0
CC(=O)N1CCN(CCN=CC2=C(O)CC(c3ccc(Cl)cc3)CC2=O)CC1 (centres undefined)
 : 5.2, -0.1, -4.3, -0.4, 0.2, -3.3, -2.7, 6.8, 4.1, -7.7
Cc1cc(C(=O)OCC(=O)NC2CC2)c2ccccc2n1
 : 1.3, 1.4, 11.8, -1.9, -4.3, -2.1, 7.0, 1.6, -6.2, -4.3
CCOc1cc(/C=N/NC(=O)c2ccc(NC(=O)C3CC3)cc2)ccc1O
 : -7.8, -3.2, -7.6, -3.4, -4.4, 1.1, -4.7, -9.8, 1.9, -2.0
CC(C)C1C(=O)N(Cc2cn(CC3CCCCC3)nn2)CCS(=O)(=O)N1Cc1ccc(-c2ccncc2)cc1 (centres undefined)
 : 8.1, 3.6, 0.5, 0.6, -1.2, 0.1, -9.3, 1.3, -2.3, -2.4
Cc1nn(-c2ccc(N3CCOCC3)nn2)c(C)c1CCC(=O)Nc1ccc(F)cc1
 : 0.3, 3.5, -9.0, -2.8, -3.3, -2.9, 3.7, -0.3, -2.6, 2.0
COc1ccc(NC(=S)NCc2ccccc2Cl)c(OC)c1
 : 0.2, -3.7, 2.8, -1.7, 0.0, -1.2, 1.2, -3.5, -0.6, 11.0
O=C(C1CCN(c2nc(-c3ccccc3)nc3c2CCC3)CC1)N1CCCC1
 : 0.4, -2.1, -1.2, 1.2, -0.6, -2.1, -0.4, 12.5, 6.2, 5.2
CC1(C2CC2)NC(=O)N(CC(=O)N2CCN(c3ccccc3Cl)CC2)C1=O (centres undefined)
 : 0.9, -2.1, 5.8, 0.4, 1.3, 1.4, -5.0, 1.4, 8.9, 9.6
CCOc1ccc(Nc2nc(N)nc(CN3CCN(c4ccccc4F)CC3)n2)cc1
 : 2.8, 2.3, -0.4, -1.6, -0.9, -1.6, 0.9, -3.3, -4.2, 7.4
COC(=O)[C@H](CCSC)NC(=O)NC1CC1
 : 0.8, 3.8, -4.8, -1.8, -8.2, -0.9, 1.1, 2.0, -5.2, 2.4

Entries shown so far with two or more sulfur atoms, in the order listed:
Order of results – mABHD4 FP, LEDGF integ inh, TDP2 absorb, PG9 Ab binder, PRMT1 inh, UHRF1 MBD2 ctr, HTRA1 inhibitor, TCR-CD3 inh, DDE Tn7 FP inh, SIAE primary
CS(=O)(=O)OCCCCOS(C)(=O)=O
 : -1.7, -4.7, 3.8, -0.6, -0.2, -2.9, 3.9, -2.6, 3.4, 3.5
CN(C(=O)CSc1nc2ccccc2c(=O)n1-c1ccccc1Cl)C1CCS(=O)(=O)C1 (centres undefined)
 : 3.6, -4.0, -5.2, -0.4, 3.5, -0.3, 1.0, -4.0, 2.0, -0.2

(continued)
Order of results – mABHD4 FP, LEDGF integ inh, TDP2 absorb, PG9 Ab binder, PRMT1 inh, UHRF1 MBD2 ctr, HTRA1 inhibitor, TCR-CD3 inh, DDE Tn7 FP inh, SIAE primary
COc1cc(/C=C/C(=O)NCC2CCCCC2)cc(OC)c1OC
 : 1.1, 0.6, 15.6, -0.5, -3.0, 5.7, -7.9, 8.3, 1.1, -6.4
COc1cc(OC)cc(C(=O)Nc2cc(NC(=O)c3ccco3)ccc2OC)c1
 : 1.9, 0.2, -10.7, -1.9, 0.8, 2.4, -9.1, -5.6, -2.0, -1.3
C#CCNC(=O)C1=C[C@H](c2cn(C(C)=O)c3ccccc23)C[C@H](OCc2ccc(CO)cc2)O1
 : -7.5, 0.5, -10.6, -1.7, 1.9, 3.8, -40.1, -8.1, 3.4, -4.1
Cc1ccc(C(=O)Nc2ccc(N3CCN(C)CC3)cc2)cc1C
 : -3.1, 1.5, 8.2, -1.7, -4.9, -2.3, 5.1, -3.9, -8.4, 0.1
O=C(/C=C1\SC(=O)N(CC(=O)Nc2ccc(Cl)cc2)C1=O)Nc1ccc(F)cc1
 : 6.2, 1.4, -5.4, 0.2, -3.1, 0.4, 3.8, 4.3, -2.6, -4.6
CC1CC(C)CN(S(=O)(=O)c2ccc(NC(=O)C3CSC4(C)CCC(=O)N34)cc2)C1 (centres undefined)
 : 15.9, -5.7, -11.7, 0.8, 4.7, 2.5, -13.1, -2.3, 0.4, -4.0
CS(=O)(=O)c1ccc(-c2cnc3c(NC=O)cc(-c4ccsc4)cn23)cc1
 : -0.1, -1.0, 11.9, -1.4, 12.2, -4.9, x, -13.0, 4.1, 3.3
CCc1ccc(C(=O)NNC(=O)c2c(CC)noc2C)cc1
 : -3.0, 4.8, 1.2, -0.5, -3.0, -0.2, -1.3, 0.6, -7.6, 7.0
